# Wnt act – Wnt/beta-catenin pathway activators, primary screen, cell-based, plate reader, single point. Wnt/beta-catenin reporter cell assay, activator. activation, % at 9.35 µM. actives 1.2% (n = 300,000). AID 743398, 2014; in the data active = activation above about 30%, passing the limit was not always enough; inconclusive = no clear call, values can overlap the other calls;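 also: 0% = neutral control wells and 100% = positive control wells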
# SR-BI DiI-HDL act – activators of SR-BI mediated DiI-HDL uptake, primary screen, ldlA[mSR-BI] CHO cells, DiI fluorescence; 3 h; 100 = double the neutral-control signal; activation, % at 12.5 µM; actives 0.096% (n = 320,000);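 active = mean replicate activation of at least 60% and every replicate at or above 60%; inconclusive = mean or all-replicate condition met, but not both; inactive = mean below 60% and not all replicates reaching 60%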;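 also: 0% = median plate neutral-control signal and 100% = twice that signal; values of inactives mirror those of a sister screen read the other way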
#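 Material – SR-BI-overexpressing, LDLR-lacking CHO cells · Medium – BSA-supplemented, HEPES-buffered Ham's F12, pH 7.4 · Doses – single concentration · Times – compound with DiI-HDL co-incubation, 3 h at 37 °C · Measured by – bottom-read fluorescence, 550/595 nm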
# MITF TRPM1 HTS – activators of MITF-driven TRPM1 promoter reporter, primary screen, cell-based, SK-MEL-5, luciferase, single point; SK-MEL-5 TRPM1-promoter luciferase, 24 h; % of positive control, neutral wells = 0; activation, % at 12.5 µM; actives 0.75% (n = 300,000);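 active = mean activation of at least 80% with every replicate also reaching 80%; inconclusive = mean reaches 80% but some replicate falls short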;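 also: 0% = neutral control wells and 100% = parthenolide positive control wells; values of inactives mirror those of a sister screen read the other way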
# CAL PDZ FP-1 – untagged CAL PDZ binding inhibitors, primary screen, biochemical, fluorescence polarization, HTS. purified CAL PDZ, TMR-peptide fluorescence polarization, 1 h. AID 602252, 2012. inhibition, % at 24.9 µM. actives 0.92% (n = 300,000). Golgi-associated PDZ and coiled-coil motif-containing protein (Homo sapiens), Q9HD26;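 active = mean inhibition of at least 30% with at least half of replicates also reaching 30%; inconclusive = no clear call, values can overlap the other calls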;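 also: 0% = DMSO neutral control and 100% = excess unlabeled competitor peptide PRC23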
# Tat export inh – E. coli Tat export inhibitors, primary screen, MC4100, TorA-mCherry reporter, fluorescence, single point | inhibition, % at 10 µM | actives 0.036% (n = 340,000) | AID 488895, 2010;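 active = mean replicate inhibition at least 50% and at least half of replicates individually reaching 50%; inconclusive = only one of the two criteria met; inactive = neither criterion met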;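 also: exported cargo escapes ClpAP degradation while cytoplasmic cargo is degraded and loses fluorescence; 0% = median of neutral control wells and 100% = median of NaSCN control wells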
# E coli growth – E. coli V3065 growth inhibition, primary screen, counter-screen for AddAB inhibitor project, absorbance, OD600 | actives 0.27% (n = 330,000) | 18 h | inhibition, % at 11.9 µM | AID 449728, 2010;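 active = inhibition above the campaign's mean inhibition across all tested compounds plus 3 SD, cut at about 9.9% in these data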;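 also: uninfected addAB+ strain grown without phage in ampicillin broth; 0% = DMSO wells and 100% = ciprofloxacin 0.95 µg/ml wells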
# SR-BI HDL uptake – inhibitors of SR-BI mediated HDL lipid uptake, primary screen, ldlA[mSR-BI] cells, fluorescence, single point; ldlA[mSR-BI] CHO cells, DiI-HDL uptake fluorescence, 3 h; inhibition, % at 12.5 µM; actives 0.96% (n = 320,000); AID 488896, 2010;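 active = mean replicate inhibition of at least 70% and a set share of replicates each scoring 70 or more; inconclusive = meets just one of the two criteria; inactive = fails both criteria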;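 also: 0% = median of neutral control wells and 100% = median of positive control wells; values of inactives mirror those of a sister screen read the other way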
# Target sequence (Q61009 whole entry, looked up): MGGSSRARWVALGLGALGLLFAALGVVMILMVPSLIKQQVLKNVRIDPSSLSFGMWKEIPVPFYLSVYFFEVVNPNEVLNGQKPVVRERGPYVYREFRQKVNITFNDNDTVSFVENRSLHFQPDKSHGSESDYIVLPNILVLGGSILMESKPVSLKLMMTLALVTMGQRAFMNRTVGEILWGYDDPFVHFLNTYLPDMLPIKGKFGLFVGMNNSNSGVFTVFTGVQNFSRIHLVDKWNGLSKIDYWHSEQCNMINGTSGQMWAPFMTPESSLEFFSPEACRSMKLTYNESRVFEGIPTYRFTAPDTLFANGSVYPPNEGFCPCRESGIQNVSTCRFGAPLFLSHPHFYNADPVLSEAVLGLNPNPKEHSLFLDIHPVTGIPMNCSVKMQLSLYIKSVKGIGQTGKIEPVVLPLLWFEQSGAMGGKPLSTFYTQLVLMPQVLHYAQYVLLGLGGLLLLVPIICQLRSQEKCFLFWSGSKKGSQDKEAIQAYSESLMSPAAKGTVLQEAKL
# CAL PDZ FP-2 – CAL PDZ peptide-binding inhibitors, primary screen, biochemical, fluorescence polarization, Cer-tagged CAL PDZ, HTS | Golgi-associated PDZ and coiled-coil motif-containing protein (Homo sapiens), Q9HD26 | purified CAL PDZ, TMR-peptide fluorescence polarization, 1 h | inhibition, % at 20 µM | actives 0.02% (n = 330,000) | AID 504414, 2011;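 active = highest replicate inhibition of at least 40%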;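 also: plate controls were DMSO neutral control wells for no effect and unlabeled competitor peptide control wells for full effect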
#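 Material: tagged CAL PDZ domain; buffer or medium: 25 mM sodium phosphate pH 7.4, 150 mM NaCl, TCEP, IgG, Thesit; compound dosing: single point, 20 µM; schedule: 1 h incubation at room temperature before polarization reading; measured by: FP readout, S and P plane fluorescence; read-out basis: percent inhibition from loss of millipolarization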
# phage Ecoli inh – growth loss of phage-infected E. coli, primary screen, RecBCD inhibitor project, absorbance, with phage, HTS; inhibition, % at 11.9 µM; actives 0.26% (n = 360,000); in the data active = inhibition above about 11%
# AddAB inh – growth inhibition of E. coli expressing H. pylori AddAB, primary screen, AddAB inhibitor project, absorbance. actives 0.29% (n = 330,000). inhibition, % at 11.9 µM. AID 435030, 2010; in the data active = inhibition above about 12%;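 also: 0% = vehicle wells of infected cells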
# * hit, by the source's call; ? = inconclusive; . = no result given; & = joins results of further samples.
SMILES,Wnt act,SR-BI DiI-HDL act,MITF TRPM1 HTS,CAL PDZ FP-1,Tat export inh,E coli growth,SR-BI HDL uptake,CAL PDZ FP-2,phage Ecoli inh,AddAB inh
C=CCNC(=O)c1ccc(C)c(Br)c1,-1,20,8,-4,-1,1.7,-20,-0.7,3.4,2.4
Cc1cccn2cc(CNS(=O)(=O)c3cccc(F)c3)nc12,-2,2,.,-5,19,-0.2,-2,-0.4,3.0,-3.8
N#Cc1c(-c2ccco2)nc(SCc2ccc(F)cc2)[nH]c1=O,-3,19,-3,-8,26,-1.2,-19,-1.8,0.7,1.3
COC(=O)C1=C(C)NC(=O)/C1=C\c1ccco1,.,6,3,-3,-5,-1.9,-6,-1.5,0.2,2.9
CCOc1ccc(-n2c(SCc3cc(=O)oc4cc(C)ccc34)nnc2-c2cccnc2)cc1,-3,5,1,.,1,-0.5,-5,-1.4,2.9,5.0
CCCc1c(C(=O)N/N=C/c2c(OC)ccc3ccccc23)nnn1-c1nonc1N,-2,-74,1,-3,1,-0.6,?,-1.5,1.1,4.8
CSCCC(NC(=O)c1ccc(C)o1)C(=O)O (centres undefined),.,11,-1,-2,-1,-1.0,-11,1.1,2.3,1.6
Cc1ccc(C(=O)OCN2C(=O)c3ccccc3C2=O)c(O)c1,-1,4,1,-1,0,1.9,-4,-2.0,0.5,-0.9
COc1ccccc1C(=O)Nc1cc2cc(Cl)ccc2oc1=O,3,-50,15,0,1,-1.1,50,-1.5,3.5,1.2
CCCCN(CC)Cc1c(O)ccc2c(-c3ccccc3)cc(=O)oc12,-3,-11,12,-2,14,-0.5,11,-0.5,1.4,1.5
COc1ccc2cc(CN(CC3CCCO3)S(=O)(=O)c3ccccc3Cl)c(=O)[nH]c2c1 (centres undefined),.,-14,5,-1,3,0.6,14,-1.5,-1.3,-0.6
CC1CC(=O)Nc2ccccc2N1 (centres undefined),11,10,-1,-2,-6,.,-10,-0.2,2.7,.
COc1ccc(NC(=S)N/N=C/c2cccn2Cc2ccc(F)cc2Cl)cc1,-2,-17,-16,-2,5,-0.2,17,0.5,1.3,-1.7
CC(=O)c1ccccc1OC(=O)COc1ccc([N+](=O)[O-])cc1,-1,20,.,-2,-10,1.6,-20,-0.2,1.7,4.2
CCCCn1c(N)c(N(CC(C)C)C(=O)c2ccc(OC)c(S(=O)(=O)N3CCOCC3)c2)c(=O)[nH]c1=O,0,28,2,-1,-1,.,-28,-0.8,1.7,.
Cc1ccc(C2C(C(=O)c3cc4ccccc4o3)=C(O)C(=O)N2CCN(C)C)o1 (centres undefined),7,.,13,-2,-7,.,.,-2.2,-8.0,.
Clc1ccc2ncc(-c3nnnn3-c3ccccc3)c(-c3ccccc3)c2c1,2,-7,5,-2,-7,0.7,7,-1.7,1.5,-0.6
CC(=O)Nc1ccc(NC(=O)COc2ccc(S(=O)(=O)N3CCCC3)cc2C)cc1,0,-4,8,-4,-6,-0.1,4,-5.3,0.4,0.5
Cc1cc(Nc2cccc([N+](=O)[O-])c2)c2cccc(C)c2n1,-1,-7,.,.,-4,-3.7,7,-0.5,0.8,-2.3
Cc1ccc(CCNS(=O)(=O)c2ccc3c(c2)C(C)(C)C(=O)N3C)cc1,5,-2,.,.,3,-1.8,2,-0.5,1.0,-0.2
O=C(/C=C/c1ccc(Br)cc1)N1CCN(Cc2ccccc2)CC1,-2,0,0,0,-1,0.2,0,-0.9,2.3,3.1
CCOC(=O)CSc1nc2ccccc2c(=O)n1C,0,5,-1,2,-14,2.2,-5,.,4.2,1.4
Cc1ccc(-n2ncc3c(=O)n(CC(=O)N(C)C)cnc32)cc1,0,26,15,-4,3,-0.9,-26,0.3,1.7,1.7
COc1ccc(NC(=O)CN(c2ccc([N+](=O)[O-])cc2)S(=O)(=O)c2ccccc2)cc1,.,-4,-9,-1,-3,-0.5,4,-2.4,2.8,0.6
O=C(OCc1nc(-c2ccccc2Cl)no1)c1ccco1,4,10,10,-10,1,0.7,-10,-0.6,3.6,0.8
# Following part
SMILES,Wnt act,SR-BI DiI-HDL act,MITF TRPM1 HTS,CAL PDZ FP-1,Tat export inh,E coli growth,SR-BI HDL uptake,CAL PDZ FP-2,phage Ecoli inh,AddAB inh
COCCNC(=O)C1CCCN(c2nn3c(=O)cc(C)nc3s2)C1 (centres undefined),-1,7,9,-2,-8,3.0,-7,-0.4,4.2,-0.9
O=C(c1ccc(Cl)c(S(=O)(=O)N2CCOCC2)c1)N1CCc2ccccc2C1,-1,-7,-10,-1,5,1.9,7,-1.2,4.2,0.5
Cn1nnnc1SCCNCc1ccccc1OCc1ccccc1Cl,4,1,-3,2,-3,-1.6,-1,-0.6,0.8,-1.2
Cc1nn(C)cc1CNC(=O)CCC(=O)O,.,27,-3,-6,10,0.1,-27,-3.3,-0.1,-0.2
O=C(COc1ncnc2ccccc12)Nc1ccccc1[N+](=O)[O-],0,14,-7,-2,5,-0.8,-14,0.0,4.3,-1.2
O=C(Nc1ccc(Cl)cc1)c1cccs1,26,-5,58,-2,13,1.6,5,-1.7,4.2,2.1
NC(=O)c1oc2ccccc2c1NC(=O)C1COc2ccccc2O1 (centres undefined),9,-11,16,3,-2,-0.8,11,0.0,1.4,6.5
O=C(Nc1ccsc1C(=O)O)c1cccc(C(F)(F)F)c1,22,26,.,2,2,0.0,-26,0.0,1.1,1.1
COc1ccc2nc(C)c(C(N)=O)cc2c1,-1,-11,3,-5,0,1.4,11,.,-0.7,2.2
CCCN(CC(=O)Nc1ccc(F)c(F)c1F)CC(=O)Nc1c(Cl)cccc1Cl,.,-38,-1,-2,0,-1.2,38,-0.7,4.5,1.1
Cc1ccc(Cn2c(=O)n(Cc3ccco3)c(=O)c3ccccc32)cc1,-2,.,-7,1,9,1.0,.,-3.6,1.6,3.6
O=C(CN1C(=O)C2CCc3[nH]c4ccccc4c3C2C1=O)N1CCCC1 (centres undefined),-2,12&-7,-1,.,2&7,.,-12&7,0.3,1.1,.
CC(NCC(O)c1ccc([N+](=O)[O-])cc1)C12CC3CC(CC(C3)C1)C2 (centres undefined),-3,-18,.,-4,4,0.4,18,0.0,1.5,-5.0
COCCNc1ncnc2c1nc1n2CCCC1,3,16,1,-7,-5,.,-16,.,0.6,.
Cc1noc(C)c1C(=O)Nc1ccc(C#N)cc1,2,-2,14,2,-4,-0.8,2,-1.4,1.0,0.6
CCNC(=O)CC1SC(=Nc2ccccc2C)N(C)C1=O (centres undefined),-4,8,-3,0,-2,-1.6,-8,-0.7,5.1,-0.5
COc1cc(C=O)ccc1OCCOc1ccccc1[N+](=O)[O-],6,9,16,-2,-3,-1.2,-9,-2.5,5.3,3.2
S=c1[nH]nc(-c2ccco2)n1C1CCCCC1,-3,48,-4,3,4,-2.4,-48,-3.5,1.0,-1.1
CC(=O)Nc1ccc(NC(=O)COc2ccc(Br)cc2C)cc1,1,3,-2,5,6,1.7,-3,-1.7,3.7,3.4
CCOc1cc(N2CCOCC2)c(OCC)cc1NC(=O)c1nc2nc(C)cc(C)n2n1,.,-62,5,-1,9,0.2,62,-1.5,2.5,0.6
COc1ccc(OC)c2[nH]c(=O)c(CCNS(=O)(=O)c3ccc(Cl)cc3)cc12,.,-26,-1,-3,13,-2.9,26,-2.7,1.8,4.7
CCc1nc(NC(=O)Cc2csc(C)n2)sc1C(=O)OC,-1,6,-4,-13,-1,0.4,-6,-1.2,2.5,-1.6
CCCCCCOc1ccc(/C(C)=N/NC2=NCCN2)cc1[N+](=O)[O-],-10,-4,-33,-2,-16,1.1,4,-3.2,4.0,3.4
N#Cc1ccc(COc2cccc3cccnc23)cc1,3,-6,14,-9,5,-1.3,6,-1.9,-0.6,0.9
O=C1/C(=C/c2cccnc2)N=C2CCCCCN12,0,-2,-15,-1,-8,-0.8,2,-0.9,2.0,1.3
# Carrying on.
SMILES,Wnt act,SR-BI DiI-HDL act,MITF TRPM1 HTS,CAL PDZ FP-1,Tat export inh,E coli growth,SR-BI HDL uptake,CAL PDZ FP-2,phage Ecoli inh,AddAB inh
CCC(=O)OCCCCCCOc1ccc(C(=O)O)cc1,-1,10,24,-4,2,0.0,-10,0.0,0.9,-1.2
CCCc1nc2c(C)ccc(C)c2c(N)c1CC,.,42,-11,.,3,0.1,-42,-2.0,-1.5,1.6
CCN(CC)C(=O)CN1C(=O)C2(OCC(C)(C)CO2)c2ccccc21,-2,-3,.,-3,1,-1.7,3,0.1,3.2,3.3
COc1cc2c(cc1NC(=O)CN1CCN(S(=O)(=O)c3ccc(F)cc3)CC1)oc1ccccc12,.,-54,11,0,2,-3.0,54,-1.7,1.3,-0.9
CCOc1ccc(NCc2nc3ccccc3n2CCOc2ccccc2)cc1,4,-19,52,1,11,-1.3,19,-0.2,4.8,4.2
CC(C)(C)c1ccc(C2=NC(=O)C(CC(=O)O)S2)cc1 (centres undefined),1,-27,-29,-3,-8,0.8,27,0.4,0.3,3.5
O=C(Nc1nnc(-c2ccccc2)o1)c1nc2ccccc2s1,1,9,3,.,-4,-5.3,-9,-1.8,-5.1,1.1
CCS(=O)(=O)N1CCN(c2cc3c(cc2[N+](=O)[O-])n(C)c(=O)n3C)CC1,1,6,-17,5,-2,-1.5,-6,0.1,4.7,2.1
Cc1nc(NC(=O)C2CCCCC2C(=O)O)sc1C (centres undefined),2,15,3,-1,-2,0.0,-15,0.0,1.6,-1.4
Oc1c(/C=N/c2ccccn2)sc2ccccc12,52*,.,16,0,-29,2.3,.,-0.9,4.4,0.7
O=C(O)Cc1ccc(NC(=O)c2ccc(Cl)c(Cl)c2)cc1,2,28,8,-2,-6,-4.6,-28,-1.1,2.7,-0.6
COc1ccc(OC)c(-c2nnc3n2N=C(c2ccc(OC)c(OC4CCOC4)c2)CS3)c1 (centres undefined),-5,-8,-70,-5,-3,-2.6,8,-3.6,1.2,-0.4
O=C(CCS(=O)(=O)c1ccc(Cl)cc1)Nc1ccc(F)cc1,-1,19,8,.,-2,-2.8,-19,-2.0,1.7,-1.3
CC(CCc1ccccc1)NC(=O)CNC(=S)N(Cc1cccs1)C1CCCC1 (centres undefined),-2,5,3,0,13,.,-5,-1.0,1.1,.
CC1=CCC(COC(=O)Nc2ccccc2)CC1 (centres undefined),-2,0,126*,0,1,-1.3,0,-0.9,1.5,3.5
COc1ccc(C(=O)Nc2nc(-c3cccs3)cs2)cc1,.,-41,45,2,0,1.7,41,-2.1,2.6,2.8
CCN(CC)c1nc2c(c(=O)[nH]c(=O)n2C)n1CCOc1ccccc1,-1,33,-2,-3,0,0.0,-33,-0.2,-1.3,1.2
